Mito fusion act = blocks mitochondrial division or promotes mitochondrial fusion. S. cerevisiae fusion-defective mutant growth rescue, CellTiterGlo 48 h. Potency, µM (top dose mostly 46.1 µM), for the others: at the highest dose growth rescue (activation), hits mostly activators. hit rate 0.23% among 320,000. AID 485298;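 also: potency is read from the fitted curve at half-maximal effect; % of control where 0% means no effect; nearly all actives have a fitted effect of over 45% in size; temperature-sensitive fusion mutants such as fzo1-1 at 37 °C on non-fermentable ethanol glycerol medium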
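Read-out: ATP-based luminescence (CellTiterGlo, 10 min ambient) reporting growth of fusion-defective ts yeast after 48 hours at 37C on glycerol/ethanol YPEG medium in the presence of compound.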
Eya2 phos inh = Eya2 (human) phosphatase inhibition; O00167; recombinant Eya2, OMFP fluorescence dephosphorylation (OMFP is methylfluorescein phosphate); Potency, µM (titrated, usually from 76.9 µM), without a hit: at the top dose activity, negative = inhibition, usual class: inhibitors; hit rate 0.006% among 330,000; AID 488837; also: potency is read from the fitted curve at half-maximal effect; % is scaled to controls: 0 for no effect and ±100 for the full control effect
Target sequence (O00167 whole entry, looked up): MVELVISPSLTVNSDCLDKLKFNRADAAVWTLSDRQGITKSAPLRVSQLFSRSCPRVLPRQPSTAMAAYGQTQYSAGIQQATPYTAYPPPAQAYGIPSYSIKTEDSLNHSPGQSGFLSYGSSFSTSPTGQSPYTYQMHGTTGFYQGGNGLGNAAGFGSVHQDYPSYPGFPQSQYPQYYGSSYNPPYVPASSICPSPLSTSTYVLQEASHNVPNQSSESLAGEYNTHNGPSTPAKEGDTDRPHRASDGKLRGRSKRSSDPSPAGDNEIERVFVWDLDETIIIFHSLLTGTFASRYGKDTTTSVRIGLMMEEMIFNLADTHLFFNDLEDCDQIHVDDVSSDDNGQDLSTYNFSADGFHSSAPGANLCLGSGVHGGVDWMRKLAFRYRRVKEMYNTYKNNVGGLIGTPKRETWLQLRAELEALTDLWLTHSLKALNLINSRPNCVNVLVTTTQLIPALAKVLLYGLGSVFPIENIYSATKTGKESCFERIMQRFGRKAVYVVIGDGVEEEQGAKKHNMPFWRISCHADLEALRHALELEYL
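Eya2 (0.2 uM) preincubated 10 min at ambient with compound, then OMFP substrate added at 50 uM; 10 min reaction in 50 mM HEPES pH 7.5, 50 mM NaCl, 5 uM MgCl2, 0.05% BSA, 1 mM DTT. Fluorescence read at Ex 485/Em 525 nm.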
ELG1 DNA repair = inhibitors of ELG1-dependent DNA repair in HEK293T cells | hit rate 2.3% among 330,000 | Potency, µM (highest dose often 46.1 µM), inactives show top-dose activity change, negative = inhibition, most hits filed as inhibitors | AID 504467 | HEK293T ELG1-luciferase reporter, luminescence, 16 h; DNA damage induced by 5-fluorouridine; also: potency is read from the fitted curve at half-maximal effect; % is scaled to controls: 0 for no effect and ±100 for the full control effect; nearly all actives have a fitted effect of over 55% in size
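Luminescence from the luciferase reporter, measured 30 min after ONE-Glo reagent at room temperature, was the read-out. Beforehand, 2,000 cells per well were exposed for 16 hr at 37 °C to 5-fluorouridine together with compound or vehicle.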
KCNH2 WT inh = KCNH2 (human, wildtype) channel inhibition. U2OS, BacMam KCNH2, thallium flux FluxOr; active compounds read low. activity change, % at 1.84 µM. hit rate 0.37% among 340,000. AID 720551;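 active = maximum activity change below -70%; inconclusive = maximum activity change between -70% and -50%; inactive = maximum activity change above -50%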; also: % is scaled to controls: 0 for no effect and ±100 for the full control effect
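U2OS cells transduced with wild-type KCNH2 virus are loaded with FluxOr dye for 45 min, and thallium flux is measured in kinetic reads before and after stimulation buffer. Rate constants are normalized to DMSO controls.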
TCR act = T cell receptor activation; Potency, µM (doses to about 9.22 µM), without a hit: at the highest dose activation of IL-2 secretion, actives largely listed as activators; 330,000 tested, under 10 active; primary human leukocytes, anti-CD3, IL-2 HTRF, 48 h; also: % of control where 0% means no effect
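1) Mix primary human leukocytes, a-CD3 beads and compound. 2) Incubate 48 hr. 3) Add HTRF IL-2 reagents (a-IL-2-K, a-IL-2-d2).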
USP2a inh = USP2a (human) protease inhibition; USP2 core, Ub-CHOP2 coupled fluorogenic reporter, 485/531; Potency, µM (highest dose often 38.3 µM), for inactives: top-dose activity change, negative = inhibition, most hits filed as inhibitors; hit rate 0.01% among 330,000; O75604; AID 463254;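 also: potency is read from the fitted curve at half-maximal effect; plate controls were DMSO wells for no effect and full inhibition by NEM control for full effect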
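Cell-free coupled assay: 10nM USP2 core preincubated 30min RT with compound in Tris-HCl pH 8.0/CaCl2/CHAPS buffer, then 25nM Ub-CHOP2 and 25nM reporter substrate; fluorescence (Ex 485/Em 531) read after 60min RT, normalized to NEM inhibition, concentration-response curves fitted.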
TSHR antag = blocks TSH signaling through the human TSH receptor; activity change, negative = inhibition, % at 11.5 µM; hit rate 0.2% among 330,000; TSHR-expressing cells, TSH-stimulated cAMP HTRF, 2 h; active compounds read low;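 active = activity change below a set negative limit, meaning inhibition stronger than a set level, cut at about -70% in these data; inconclusive = activity change between two set negative limits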; also: % is scaled to controls: 0 for no effect and ±100 for the full control effect
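Antagonism was scored as loss of TSH-driven cAMP in TSHR cells, stimulated with 4nM TSH (EC80) for 2 hours at 37 deg C and detected by homogeneous HTRF competition immunoassay.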
A-T KAP1 phos = potential ataxia-telangiectasia treatment | Potency, µM (highest dose often 57.5 µM), inactives show at the top dose activation, actives largely listed as activators | hit rate 0.19% among 320,000 | […] A-T fibroblasts, KAP-1 phosphorylation AlphaLISA; neocarzinostatin DNA damage 30 min before lysis; also: potency is read from the fitted curve at half-maximal effect; % of control where 0% means no effect; nearly all actives have a fitted effect of over 45% in size
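hTERT-immortalized A-T patient fibroblasts ([…]), 500 cells/well in OPTI-MEM, 1% FBS, got compounds for 60 min, then NCS for 30 min at 37C. Lysates were then assayed for phospho-KAP-1 by AlphaLISA (anti-pKAP1 donor, anti-KAP1 acceptor beads), 6 hr at 25C.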
KCNH2 3.1 inh = KCNH2 3.1 (human) potassium channel inhibition | hit rate 0.95% among 340,000 | AID 720553 | U2OS KCNH2 3.1, thallium flux FluxOr; active compounds read low | activity change, % (tested at about 1.8 µM);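 active = maximum activity change below -70%; inconclusive = maximum activity change from -70% to -50%; inactive = maximum activity change above -50%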;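 also: thallium influx rate constant from kinetic fluorescence after stimulation buffer; % is scaled to controls: 0 for no effect and ±100 for the full control effect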
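Virally transduced U2OS (3.1 isoform, 4 h infection in dark at RT) → overnight 37 C → FluxOr + Red40 in HBSS/HEPES, 45 min → stimulation buffer, 2 min kinetic read → rate constant vs DMSO controls.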
TRPV1 ag = agonists of human vanilloid receptor 1 (TRPV1); Q8NER1; TRPV1-expressing cells, Fluo-8 calcium influx, agonist mode; activation, % at 8.33 µM; hit rate 0.19% among 320,000; in the data active = activation above about 80%; inconclusive = between about 30% and that limit; also: 0% is about no effect
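Fluo-8 calcium influx in TRPV1-expressing cells, kinetic read (ex 480/em 520 nm). Compound added and read 3 min for agonist activity, followed by capsaicin at EC20 final and 2 min further read for enhancement.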
Numbers without * were called inactive; ? = inconclusive; nt = no result given; [ ] = another dose, or the depositor's remark. Unless noted, calls follow the shape of the dose curve; as a rule, active = well fitted curve in the direction sought with a large enough effect; inconclusive = small, poorly fitted or top-dose-only effect, or another doubt; inactive = no such curve, though single readings can be large; an effect the other way counts as inactive or inconclusive. Some of the compounds tested (hit frequency here may not be typical).

SMILES	Mito fusion act	Eya2 phos inh	ELG1 DNA repair	KCNH2 WT inh	TCR act	USP2a inh	TSHR antag	A-T KAP1 phos	KCNH2 3.1 inh	TRPV1 ag
CN(Cc1ccc(F)cc1Cl)S(=O)(=O)c1cccs1	-34%[inhibitor]	12%	9%	-4	-64%	2%	nt	1%	11	18
Cc1csc2ncc(C(=O)Nc3ccon3)c(=O)n12	-2%	-1%	22%	5	-2%[46.1 µM]	1%	3	1%	-6	-2
COc1cc(/C=N/NC(=O)c2cccnc2)ccc1OC(=O)c1ccc([N+](=O)[O-])cc1	-24%	1%	15%	7	-1%	0%	-8	5%	7	-2
Nc1nc(NCC2CCCO2)nc(Nc2ccc(F)cc2)c1[N+](=O)[O-] (centres undefined)	9%	-1%	?	3	-5%[46.1 µM]	1%	-8	4%	4	7
CN(C)S(=O)(=O)c1cccc(NC(=O)/C=C/c2ccccc2[N+](=O)[O-])c1	7%	2%	?	13	0%	-1%	-2	-1%	2	7
C=CCc1c(Cl)nc(C)nc1NCc1ccccc1	-16%	10%	?	-7	8%	1%	-12	-2%	-9	5
CC(=O)c1cccc(NC(=O)NC2CCCCCCC2)c1	3%	4%	?	3	1%	1%	6	-1%	6	?
COc1ccc(Oc2nc3ccccc3n(C)c2=O)cc1	-1%	-34%	4%	-9	-2%	0%	3	2%	-1	-3
O=C(CNC(=O)C1CC(=O)N(c2cccc3ccccc23)C1)Nc1ccccc1Br (centres undefined)	0%	-6%	6%	-9	-13%	-4%	4	1%	-5	-3
Cc1ccc(N2C(=O)C3C(C2=O)C(C(=O)c2ccc(Cl)cc2)N2CCCC32)cc1 (centres undefined)	-2%	35%	?	1	-19%	2%	9	5%	1	1
CC(C)[C@H](NC(=O)c1ccccc1Cl)C(=O)Nc1ccc(S(=O)(=O)Nc2nccs2)cc1	nt	6%	20%	19	-5%	1%	nt	-25%	4	nt
CCOC(=O)c1ccc(N=C2SC(C(=O)NCCc3ccccc3)CC(=O)N2C)cc1 (centres undefined)	-1%	3%	-12%	-5	11%	2%	1	1%	7	10
COc1cccc2cc(C(=O)NCCc3c[nH]c4ccccc34)c(=O)oc12	?	15%	-19%	-3	-5%	1%	-7	-3%	-1	1
COc1ccc(-n2cc(CN(C)C3CCOCC3)c(-c3cccc(F)c3)n2)cc1	-6%	-3%	-3%	28	-63%	0%	7	-2%	-7	2
Cn1c(CNC(=O)c2cccs2)nnc1SCC(=O)Nc1ccc(Cl)cc1	-2%	5%	0%	-2	0%[46.1 µM]	1%	8	4%	-22	3
Cc1ccc(-c2csc(N/N=C/C=C/c3ccccc3)n2)cc1	-10%	8%	0%	-4	3%	4%	-9	-1%	-8	-1
O=C(N/N=C/c1ccccn1)c1ccc(Br)cc1	16%	13%	?	8	-12%	3%	8	11%	4	?
Cc1onc(-c2c(F)cccc2Cl)c1C(=O)N1CCN(c2ncccn2)CC1	12%	-5%	7%	-8	3%	2%	-2	4%	-4	1
Cc1nn2c3c(cnc2c1-c1ccccc1)C(=O)CC(c1ccco1)C3 (centres undefined)	-3%	3%	?	0	-3%	-7%	5	2%	-4	2
Clc1c(OCCCn2ccnc2)ccc2ccccc12	-7%	-9%	?	-4	1%	0%	0	10%	-5	?
CC(C)NC(=O)N(C)C[C@H]1Oc2ccc(NC(=O)c3ccncc3)cc2C(=O)N([C@H](C)CO)C[C@@H]1C	nt	11%	?	37	-37%	0%	15	-13%	14	nt
CCOC(=O)c1ccc(NC(=O)C2CCN(S(=O)(=O)c3c(C)nn(C)c3C)CC2)cc1	-3%	-8%	7%	-15	-7%	-1%	11	5%	2	2
COc1ccc(/C=C/C(=O)C(C)(C)C)cc1OC	-11%	-4%	17%	-8	3%	4%	-14	7%	2	3
Cc1nc2[nH]c(=S)[nH]c2cc1Br	-4%	3%	0%	-2	5%	2%	2	-3%	-3	-5
O=C(c1ccco1)N1C(=O)c2cccc3cccc1c23	6%	-12%	20%	0	5%	0%	26	-4%	4	5
O=[N+]([O-])c1cc(C(F)(F)F)ccc1Oc1cccnc1[N+](=O)[O-]	-5%	1%	24%	12	2%[46.1 µM]	0%	4	1%	nt	3
CCC(=O)c1cn(CC(=O)Nc2ccc(C)cc2)c2ccccc12	0%	6%	8%	13	nt	2%	-4	1%	14	5
Clc1ccc(-c2nc(NCCCN3CCOCC3)c3ccccc3n2)cc1	14%	-4%	23µM*	-2	-1%	0%	-4	-1%	-10	?
CC(Oc1ccc(Br)cc1)C(=O)N1CCC(C(N)=O)CC1 (centres undefined)	5%	6%	3%	-5	-2%	-1%	0	2%	-71*	0
C=CCn1c(SCC(=O)Nc2cc(C)cc(C)c2)nnc1-c1cnccn1	0%	-19%	-15%	-14	2%	-2%	-1	-4%	4	0

Full records as entered above. Order of values: Mito fusion act, Eya2 phos inh, ELG1 DNA repair, KCNH2 WT inh, TCR act, USP2a inh, TSHR antag, A-T KAP1 phos, KCNH2 3.1 inh, TRPV1 ag
`CCC(=O)c1cn(CC(=O)Nc2ccc(C)cc2)c2ccccc12` is listed with 0%, 6%, 8%, 13, nt, 2%, -4, 1%, 14, 5
`O=C(c1ccco1)N1C(=O)c2cccc3cccc1c23` is listed with 6%, -12%, 20%, 0, 5%, 0%, 26, -4%, 4, 5

Next section:
SMILES	Mito fusion act	Eya2 phos inh	ELG1 DNA repair	KCNH2 WT inh	TCR act	USP2a inh	TSHR antag	A-T KAP1 phos	KCNH2 3.1 inh	TRPV1 ag
COc1ccc(-c2[nH]ncc2/C=N/NC(=O)c2cc(Br)ccc2O)c(OC)c1	-6%	1%	0%	3	-1%[46.1 µM]	-9%	-12	-2%	9	-3
Cc1ccc(S(=O)(=O)n2cc(-c3ccccc3)c(N)n2)cc1	7%	-1%	-18%	5	-1%	1%	-4	4%	-2	11
COCCNCCCCOc1c(Cl)cc(C)cc1Br	-8%	7%	5%	1	-2%	0%	0	2%	-3	-6
CC1CCc2nc(NC(=O)c3ccc(N4C(=O)CCC4=O)cc3)sc2C1 (centres undefined)	-10%	7%	-9%	-7	0%	1%	-8	-1%	-3	-1
Cc1cnnn1-c1ccc([N+](=O)[O-])cc1	2%	0%	7%	3	5%	6%	1	-1%	-14	-2
O=C(COC(=O)CNC(=O)c1ccccc1)NC(=O)NC1CCCCC1	nt	4%	12%	2	2%	0%	-9	16%	-4	nt
O=C(NCCCn1ccnc1)C(Cc1ccc([N+](=O)[O-])cc1)N1C(=O)c2ccccc2C1=O (centres undefined)	-2%	-1%	10%	-119*	-3%[46.1 µM]	0%	-1	1%	-88*	1
CCC1CCC2(CC1)NC(CO)(CO)CO2 (centres undefined)	4%	-2%	-2%	3	-2%	-2%	-5	0%	2	1
Cc1cc(/C=C2\SC(=Nc3ccccc3)NC2=O)c(C)n1-c1ccc(S(N)(=O)=O)cc1	2%	20%	11µM*	-4	-1%	-7%	-4	-7%	-5	-4

Filtered by structure, those above containing bromine (6)
SMILES	Mito fusion act	Eya2 phos inh	ELG1 DNA repair	KCNH2 WT inh	TCR act	USP2a inh	TSHR antag	A-T KAP1 phos	KCNH2 3.1 inh	TRPV1 ag
O=C(CNC(=O)C1CC(=O)N(c2cccc3ccccc23)C1)Nc1ccccc1Br (centres undefined)	0%	-6%	6%	-9	-13%	-4%	4	1%	-5	-3
O=C(N/N=C/c1ccccn1)c1ccc(Br)cc1	16%	13%	?	8	-12%	3%	8	11%	4	?
Cc1nc2[nH]c(=S)[nH]c2cc1Br	-4%	3%	0%	-2	5%	2%	2	-3%	-3	-5
CC(Oc1ccc(Br)cc1)C(=O)N1CCC(C(N)=O)CC1 (centres undefined)	5%	6%	3%	-5	-2%	-1%	0	2%	-71*	0
COc1ccc(-c2[nH]ncc2/C=N/NC(=O)c2cc(Br)ccc2O)c(OC)c1	-6%	1%	0%	3	-1%[46.1 µM]	-9%	-12	-2%	9	-3
COCCNCCCCOc1c(Cl)cc(C)cc1Br	-8%	7%	5%	1	-2%	0%	0	2%	-3	-6
